Source: PubChem
GSK3B inh: inhibitors of human GSK3beta kinase; AID 2097; activity score (negative = inhibition), % at 10 µM; GST-GSK3beta kinase, ADP-Glo luminescence, 60 min; hits give low values; 300,000 compounds, 0.038% hits;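 active = more than half of replicate wells score below -50%, meaning over 50% inhibition versus plate controls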;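 note: 0% = median DMSO wells and -100% = median GW8510 positive control wells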
Target sequence (P49841 whole entry, looked up): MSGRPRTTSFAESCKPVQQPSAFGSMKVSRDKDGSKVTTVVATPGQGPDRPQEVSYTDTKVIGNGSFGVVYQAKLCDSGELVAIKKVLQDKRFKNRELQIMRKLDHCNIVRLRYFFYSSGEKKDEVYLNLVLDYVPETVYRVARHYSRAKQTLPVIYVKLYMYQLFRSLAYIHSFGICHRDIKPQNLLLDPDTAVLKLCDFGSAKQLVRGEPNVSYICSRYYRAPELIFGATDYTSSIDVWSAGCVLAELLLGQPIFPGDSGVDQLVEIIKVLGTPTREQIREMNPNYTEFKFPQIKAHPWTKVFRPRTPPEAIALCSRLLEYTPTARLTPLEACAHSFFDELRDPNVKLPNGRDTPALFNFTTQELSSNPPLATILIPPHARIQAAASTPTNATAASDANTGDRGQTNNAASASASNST
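Assay system: GST-tagged human GSK3beta kinase, cell-free; Input: 1.6 ng GSK3beta; Medium: Tris/MgCl2 kinase buffer; Timing: 60 min enzyme reaction, room temperature; Signal: ADP-Glo luminescence quantifying ADP generated by kinase; Evaluation: score relative to plate controls; Benchmarks: DMSO neutral wells and GW8510 at 20 µM as positive.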
GSK3 alpha inh: human GSK-3 alpha kinase inhibition | P49840 | 320,000 compounds, 0.1% hits | ADP-Glo luminescence, 60 min | inhibition, % at 10 µM;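 in the data active = inhibition above about 50%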;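 note: GST-tagged GSK-3 alpha with peptide substrate and 25 µM ATP; 0% = DMSO neutral wells and 100% = GW8510 positive control wells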
Target sequence (P49840 whole entry, looked up): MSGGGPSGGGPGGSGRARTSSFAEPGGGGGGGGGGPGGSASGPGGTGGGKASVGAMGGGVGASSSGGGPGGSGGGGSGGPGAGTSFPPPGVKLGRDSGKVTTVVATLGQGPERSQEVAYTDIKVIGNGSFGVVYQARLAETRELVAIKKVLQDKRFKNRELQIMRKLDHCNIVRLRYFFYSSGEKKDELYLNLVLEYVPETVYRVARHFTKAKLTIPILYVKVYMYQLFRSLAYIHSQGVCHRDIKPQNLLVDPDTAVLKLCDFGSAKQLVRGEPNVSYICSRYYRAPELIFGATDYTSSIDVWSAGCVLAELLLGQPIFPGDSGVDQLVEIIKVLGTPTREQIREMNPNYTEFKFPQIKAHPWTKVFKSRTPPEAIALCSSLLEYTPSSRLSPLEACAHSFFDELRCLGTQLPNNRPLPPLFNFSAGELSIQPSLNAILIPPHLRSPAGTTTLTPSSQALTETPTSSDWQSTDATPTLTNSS
AI-2 QS modul: modulators of Vibrio harveyi AI-2 quorum sensing system. activity change, % at 7.5 µM. Vibrio harveyi JMH597 AI-2 luminescence/OD600 ratio, 9 h; hits give low values; strain lacks LuxN and CqsS sensors; 0 = neutral-control median. AID 2094. 300,000 compounds, 0.4% hits; in the data active = activity change below about -75%, passing the limit was not always enough;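 note: luminescence divided by OD600 gain over 9 h not by final OD600 alone; inactives centre near 13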
HSF1 inh: HSF1 inhibition; NIH3T3-HGL HSE-luciferase, MG132-induced, luminescence 8 h; hits give low values; activity change, negative = inhibition, % at 7.5 µM (by protocol); 300,000 compounds, 0.77% hits;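 active = more than half of replicate wells show activity change below -50%, luminescence cut by over half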;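 note: luciferase reports HSF-1 transcriptional activity via heat shock element; 0% = median of DMSO wells and -100% = zero luminescence signal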
aSyn UTR inh: 5' untranslated region of α-synuclein, MLPCN primary screen; alpha-synuclein 5'UTR reporter, inhibitor activity; inhibition, % (tested at 7.5 µM); 300,000 compounds, 0.82% hits; in the data active = inhibition above about 60%;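 note: H4 neuroglioblastoma cells stably carrying SNCA 5'UTR luciferase fusion; 0% = DMSO wells and 100% = positive control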
HSF1 activator: increases HSF-1 driven luciferase reporter signal. NIH3T3-HGL HSF-1 luciferase reporter, MG132, 8 h; 100% = twice DMSO control signal. activation, % at 9 µM. 300,000 compounds, 1.7% hits;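 active = mean replicate activation of at least 50% with a set share of replicates each reaching 50%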;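 note: 0% = median of the neutral control wells and 100% = twice that signal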
HIF act: HIF pathway transcriptional activation; activation, % at 7.5 µM (by protocol); 300,000 compounds, 0.32% hits; U2OS HRE-luciferase reporter, luminescence; normalized: DMSO 0%, desferrioxamine 100%;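 active = mean activation of at least 10% of the iron chelator positive control signal, with at least half of replicates also reaching 10%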
HSP90 inh: HSP90 refolding inhibition in rabbit reticulocyte lysate; inhibition, % at 5.6 µM; 290,000 compounds, 0.91% hits; luciferase refolding luminescence, 3 h; AID 1789;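 active = inhibition above the screen-wide mean plus 3 SD, computed separately per campaign, cut at about 16% in these data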;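 note: 0% = DMSO wells and 100% = 60 µM geldanamycin wells; inhibitors lower the luminescence because luciferase stays unfolded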
IEC-6 cytotox: IEC-6 cytotoxicity, counter-screen for KLF5 inhibitors | luminescence viability | inhibition, % at 5 µM | 290,000 compounds, 0.78% hits; in the data active = inhibition above about 22%;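 note: 0% = plate median of test compound wells and 100% = cytotoxic reference compound wells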
KLF5 inhibitor: suppresses KLF5 promoter-driven expression | inhibition, % at 5 µM | DLD-1 KLF5 promoter-luciferase reporter, luminescence | 290,000 compounds, 0.23% hits;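 active = inhibition above a per-plate limit of that plate's mean compound inhibition plus 3 SD, cut at about 60% in these data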;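 note: 0% = DMSO wells and 100% = LY294002 at 200 µM; higher means less KLF5 promoter-driven luciferase light; inactives centre near -14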
Starred values were filed as active, the others as inactive.

What do the screens show for `COc1ccc(S(=O)(=O)NCCSC(C)(C)C)cc1Cl`?
GSK3B inh: 3; GSK3 alpha inh: 0; AI-2 QS modul: 13; HSF1 inh: 0; aSyn UTR inh: 26; HSF1 activator: -1; HIF act: 0.0; HSP90 inh: -2; IEC-6 cytotox: -1; KLF5 inhibitor: -17

What do the screens show for `CCCCC1=NC2(CCCC2)C(=O)N1Cc1ccc(-c2ccccc2-c2nn[nH]n2)cc1`?
GSK3B inh: 2; GSK3 alpha inh: -1; AI-2 QS modul: 6; HSF1 inh: 2; aSyn UTR inh: -1; HSF1 activator: -11; HIF act: -0.1; HSP90 inh: -4; IEC-6 cytotox: 10; KLF5 inhibitor: -18

What do the screens show for `C/C(=N\NS(=O)(=O)c1ccccc1)c1ccccc1`?
GSK3B inh: 3; GSK3 alpha inh: -2; AI-2 QS modul: 11; HSF1 inh: -6; aSyn UTR inh: 3; HSF1 activator: -8; HIF act: 1.5; HSP90 inh: 2; IEC-6 cytotox: 4; KLF5 inhibitor: -14

What do the screens show for `CCCCNC(=S)NNC(=O)c1csc(CC)c1`?
GSK3B inh: 13; GSK3 alpha inh: 0; AI-2 QS modul: 8; HSF1 inh: 14; aSyn UTR inh: -12; HSF1 activator: 33; HIF act: 2.8; HSP90 inh: 1; IEC-6 cytotox: 4; KLF5 inhibitor: -94

How did Cc1cccc(NC(=O)CSCC(=O)N=c2sccn2C)c1 do in these assays?
GSK3B inh: 0; GSK3 alpha inh: -3; AI-2 QS modul: 22; HSF1 inh: 1; aSyn UTR inh: 1; HSF1 activator: 5; HIF act: 0.5

What do the screens show for `Cc1cc(C)nc(N2CCCC(C(=O)NCCc3cccc(F)c3)C2)n1` (centres undefined)?
GSK3B inh: 1; GSK3 alpha inh: -2; AI-2 QS modul: 13; HSF1 inh: 7; aSyn UTR inh: 19; HSF1 activator: 6; HIF act: -0.3; HSP90 inh: 2; IEC-6 cytotox: -2; KLF5 inhibitor: 11

What do the screens show for `CC(=O)c1cccc(NS(=O)(=O)c2ccc(N/C=C\C(=O)c3ccc(F)cc3)cc2)c1`?
GSK3B inh: 1; GSK3 alpha inh: -3; AI-2 QS modul: 53; HSF1 inh: 6; aSyn UTR inh: -8; HSF1 activator: 1; HIF act: -0.6; HSP90 inh: 5; IEC-6 cytotox: -3; KLF5 inhibitor: -19

Results for Cc1sc(NC(=O)C2CC(Cl)=CCC2C(=O)O)c(C#N)c1C (centres undefined) ?
GSK3B inh: 1; GSK3 alpha inh: -2; AI-2 QS modul: 44; HSF1 inh: -3; aSyn UTR inh: -1; HSF1 activator: 5; HIF act: 0.1; HSP90 inh: 1; IEC-6 cytotox: 1; KLF5 inhibitor: -32

Results for CNCCCOc1cccc(Oc2ccccc2)c1 ?
GSK3B inh: 2; GSK3 alpha inh: 2; AI-2 QS modul: -3; HSF1 inh: -6; aSyn UTR inh: -7; HSF1 activator: 16; HIF act: 1.0; HSP90 inh: 6; IEC-6 cytotox: 7; KLF5 inhibitor: -13

What do the screens show for `CCOc1ccccc1C1N(c2ccc(F)cc2)C(=O)C2CCCN21` (centres undefined)?
GSK3B inh: 0; GSK3 alpha inh: 2; AI-2 QS modul: 16; HSF1 inh: 1; aSyn UTR inh: 8; HSF1 activator: 21; HIF act: -0.4; HSP90 inh: 0; IEC-6 cytotox: -2; KLF5 inhibitor: -5

How did CCOC(=O)C1=C(C)Nc2nnnn2C1c1ccc(OC)c(Br)c1 (centres undefined) do in these assays?
GSK3B inh: 0; GSK3 alpha inh: -1; AI-2 QS modul: 4; HSF1 inh: -16; aSyn UTR inh: 18; HSF1 activator: -32; HIF act: -0.2; HSP90 inh: 2; IEC-6 cytotox: -3; KLF5 inhibitor: 0

How did COc1cc(O)c(CCC(=O)c2cc(OC)c(OC)c(OC)c2)c(OC)c1 do in these assays?
GSK3B inh: 2; GSK3 alpha inh: -1; AI-2 QS modul: 36; HSF1 inh: -3; aSyn UTR inh: 22; HSF1 activator: 7; HIF act: -1.2; HSP90 inh: 8; IEC-6 cytotox: -6; KLF5 inhibitor: -12

What do the screens show for `CCOc1ccccc1C(=O)N1CCN=C1SC`?
GSK3B inh: -2; GSK3 alpha inh: -2; AI-2 QS modul: 12; HSF1 inh: -11; aSyn UTR inh: 12; HSF1 activator: 3; HIF act: -0.7; HSP90 inh: -3; IEC-6 cytotox: 0; KLF5 inhibitor: 8

How did COc1ccccc1Cn1nnc2c(=O)[nH]c(C3CCN(C(=O)c4ccc(F)cc4)CC3)nc21 do in these assays?
GSK3B inh: 0; GSK3 alpha inh: 7; AI-2 QS modul: 24; HSF1 inh: 1; aSyn UTR inh: -9; HSF1 activator: -7; HIF act: 0.1; HSP90 inh: 1; IEC-6 cytotox: 2; KLF5 inhibitor: -19

What do the screens show for `CC(=O)Nc1ccc(NC(=O)C(C)OC(=O)/C=C/c2cnc3ccccc3n2)cc1` (centres undefined)?
GSK3B inh: -1; GSK3 alpha inh: 3; AI-2 QS modul: 0; HSF1 inh: -5; aSyn UTR inh: -53; HSF1 activator: -7; HIF act: -0.1; HSP90 inh: 0; IEC-6 cytotox: -1; KLF5 inhibitor: -48

Results for Cc1cc2nc(SCCOC(=O)Nc3ccc(Cl)cc3)nc(C)c2cc1C ?
GSK3B inh: 0; GSK3 alpha inh: -1; AI-2 QS modul: 15; HSF1 inh: 3; aSyn UTR inh: -1; HSF1 activator: 25; HIF act: -0.5; HSP90 inh: 0; IEC-6 cytotox: 7; KLF5 inhibitor: -4

What do the screens show for `Cc1noc(C)c1CSc1nnc(-c2c[nH]c3ccccc23)n1-c1ccc(Cl)cc1`?
GSK3B inh: 2; GSK3 alpha inh: -3; AI-2 QS modul: 4; HSF1 inh: 6; aSyn UTR inh: -7; HSF1 activator: 17; HIF act: -0.4; HSP90 inh: 3; IEC-6 cytotox: 4; KLF5 inhibitor: -24

Results for CCCNC(=O)c1ccc2c(c1)C1C3CCC(C3)C1C(c1ccccc1)N2 (centres undefined) ?
GSK3B inh: 0; GSK3 alpha inh: 1; AI-2 QS modul: 9; HSF1 inh: 6; aSyn UTR inh: -1; HSF1 activator: 13; HIF act: -0.6; HSP90 inh: 6; IEC-6 cytotox: -1; KLF5 inhibitor: -6

Results for CCOc1cc(NC(=S)NCc2ccco2)c(OCC)cc1NC(=O)CC(C)C ?
GSK3B inh: 2; GSK3 alpha inh: -1; AI-2 QS modul: 10; HSF1 inh: 11; aSyn UTR inh: 7; HSF1 activator: 23; HIF act: -0.8; HSP90 inh: 4; IEC-6 cytotox: 0; KLF5 inhibitor: -13

How did CCCN(CCC)Cc1c(C(=O)N/N=C/C(C)=C\c2ccco2)nnn1-c1nonc1N do in these assays?
GSK3B inh: 1; GSK3 alpha inh: -3; AI-2 QS modul: 36; HSF1 inh: -1; aSyn UTR inh: 16; HSF1 activator: 18; HIF act: -0.1; HSP90 inh: 2; IEC-6 cytotox: -4; KLF5 inhibitor: -14

How did CCCC(CCC(=O)OC)(C(=O)OCC)c1csc(N)n1 (centres undefined) do in these assays?
GSK3B inh: 6; GSK3 alpha inh: -1; AI-2 QS modul: 11; HSF1 inh: -9; aSyn UTR inh: -10; HSF1 activator: -15; HIF act: -0.2; HSP90 inh: 0; IEC-6 cytotox: 4; KLF5 inhibitor: -13

What do the screens show for `CCCOc1ccc2oc(=O)c3c(c2c1)CCCN3C(=O)CN1CCN(C(=O)c2ccco2)CC1`?
GSK3B inh: 4; GSK3 alpha inh: 0; AI-2 QS modul: -3; HSF1 inh: -3; aSyn UTR inh: 9; HSF1 activator: -3; HIF act: -0.3; HSP90 inh: 1; IEC-6 cytotox: 0; KLF5 inhibitor: -29

How did Cc1ccc(Nc2nnc(SCc3ccccc3)s2)cc1 do in these assays?
GSK3B inh: 1; GSK3 alpha inh: -1; AI-2 QS modul: 34; HSF1 inh: -2; aSyn UTR inh: -54; HSF1 activator: 11; HIF act: 1.3; HSP90 inh: -5; IEC-6 cytotox: 2; KLF5 inhibitor: -20

What do the screens show for `COc1ccc(C(CC(=O)Nc2ncccc2C)N2Cc3ccccc3C2=O)cc1OC` (centres undefined)?
GSK3B inh: -1; GSK3 alpha inh: 0; AI-2 QS modul: 3; HSF1 inh: 6; aSyn UTR inh: -13; HSF1 activator: 4; HIF act: -30; HSP90 inh: -7; IEC-6 cytotox: 0; KLF5 inhibitor: -77

How did O=C1CCCC2=C1C(c1ccc(Cl)cc1)C1C(=O)c3ccccc3C1=N2 (centres undefined) do in these assays?
GSK3B inh: 2; GSK3 alpha inh: -4; AI-2 QS modul: 27; HSF1 inh: 20; aSyn UTR inh: -1; HSF1 activator: 43; HIF act: -0.4; HSP90 inh: -2; IEC-6 cytotox: 2; KLF5 inhibitor: -54

What do the screens show for `CCOc1ccc(NC(=O)COc2ccc(C(=O)NC(C)c3ccc(S(N)(=O)=O)cc3)cc2OC)cc1` (centres undefined)?
GSK3B inh: 0; GSK3 alpha inh: 0; AI-2 QS modul: 15; HSF1 inh: 0; aSyn UTR inh: -1; HSF1 activator: 3; HIF act: -1.1

Results for CCc1nnc(NC(=O)CSc2nc3ccccc3s2)s1 ?
GSK3B inh: -2; GSK3 alpha inh: -1; AI-2 QS modul: 8; HSF1 inh: 4; aSyn UTR inh: 16; HSF1 activator: 14; HIF act: -2.4; HSP90 inh: 1; IEC-6 cytotox: -2; KLF5 inhibitor: -3

Results for O=C(NCc1cccs1)NC1CCCCC1 ?
GSK3B inh: 4; GSK3 alpha inh: -1; AI-2 QS modul: -51; HSF1 inh: 6; aSyn UTR inh: -43; HSF1 activator: 1; HIF act: 1.8; HSP90 inh: 0; IEC-6 cytotox: 1; KLF5 inhibitor: -27

How did COc1ccc(N2CCN(CCCNC(=O)CCC(=O)N3CCOc4ccc(Cl)cc43)CC2)cc1 do in these assays?
GSK3B inh: -4; GSK3 alpha inh: -2; AI-2 QS modul: 34; HSF1 inh: 1; aSyn UTR inh: -9; HSF1 activator: -4; HIF act: 0.8; HSP90 inh: -6; IEC-6 cytotox: 2; KLF5 inhibitor: -56

How did N#Cc1ccc(NC(=O)Nc2ccc(Cl)cc2)cc1 do in these assays?
GSK3B inh: 3; GSK3 alpha inh: 1; AI-2 QS modul: -147*; HSF1 inh: -19; aSyn UTR inh: -38; HSF1 activator: -29; HIF act: 2.2; HSP90 inh: 2; IEC-6 cytotox: 9; KLF5 inhibitor: -40

What do the screens show for `CC(C)c1ccc(OCC(=O)Nc2c3c(nn2C(C)(C)C)CS(=O)(=O)C3)cc1`?
GSK3B inh: 0; GSK3 alpha inh: -1; AI-2 QS modul: -18; HSF1 inh: 7; aSyn UTR inh: 8; HSF1 activator: 22; HIF act: -0.1

What do the screens show for `COc1ccc(/C=C(\C#N)C(=O)c2cccn2C)cc1`?
GSK3B inh: 0; GSK3 alpha inh: 2; AI-2 QS modul: 35; HSF1 inh: -5; aSyn UTR inh: 18; HSF1 activator: 3; HIF act: -1.4; HSP90 inh: -1; IEC-6 cytotox: -4; KLF5 inhibitor: -19
